# TIM10 inh: inhibits growth of TIM10 yeast strain | S. cerevisiae TIM10 strain growth, BacTiter-Glo luminescence, 24 h | inhibition, % at 10 µM | hit rate 1.4% among 330,000;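 active means inhibition of 40% or more at the single tested concentration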;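 further: wild-type TIM10 isogenic control strain grown at permissive 25 °C; 0% = DMSO yeast wells and 100% = minimal medium wells without yeast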
# hIAP block: human IAP inhibition; P09923; purified IAP, CDP-Star luminescence, 30 min; inhibition, % at 10 µM; hit rate 0.12% among 330,000; AID 2544;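 active means inhibition reaching a set limit with compound at 10 µM in the primary screen, cut at about 35% in these data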;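 further: plate controls were DMSO wells with enzyme for no effect and no-enzyme buffer wells for full effect; values of inactives mirror those of a sister screen read the other way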
# Target sequence (P09923 whole entry, looked up): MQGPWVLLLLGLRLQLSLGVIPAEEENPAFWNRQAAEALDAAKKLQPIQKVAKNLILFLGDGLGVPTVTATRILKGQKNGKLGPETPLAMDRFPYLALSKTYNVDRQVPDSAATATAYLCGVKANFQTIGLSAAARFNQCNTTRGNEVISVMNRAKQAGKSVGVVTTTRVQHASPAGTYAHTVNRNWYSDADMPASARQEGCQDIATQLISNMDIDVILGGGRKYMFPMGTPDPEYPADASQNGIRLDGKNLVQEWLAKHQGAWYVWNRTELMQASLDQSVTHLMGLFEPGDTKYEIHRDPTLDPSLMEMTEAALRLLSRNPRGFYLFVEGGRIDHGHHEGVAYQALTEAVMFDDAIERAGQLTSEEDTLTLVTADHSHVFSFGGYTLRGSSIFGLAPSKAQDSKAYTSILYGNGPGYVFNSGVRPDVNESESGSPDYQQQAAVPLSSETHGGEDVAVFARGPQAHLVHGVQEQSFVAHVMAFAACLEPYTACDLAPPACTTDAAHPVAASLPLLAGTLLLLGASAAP
# Apaf1 inhib: blocks human Apaf-1 apoptosome activity | hit rate 0.71% among 330,000 | O14727 | inhibition, % at 20 µM | reconstituted apoptosome caspase-3 activity, DEVD-Rh110 fluorescence; active means inhibition of at least 40% at 20 µM;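 further: plate controls were DMSO wells for no effect and DEVD-CHO caspase inhibitor wells for full effect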
#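 Material: reconstituted apoptosome with Apaf-1, cytochrome c, caspase-9, procaspase-3, dATP / Buffer or medium: pH 7.5 Hepes buffer with CHAPS, BSA, DTT / Also added: cytochrome c with DEVD-Rh110 / Schedule: compound with Apaf-1, dATP, procaspase-3 30 min, then 50 min reaction, room temperature / Technique: rhodamine 110 fluorescence at Ex 480/Em 540 nm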
# mIAP activ: increases mouse intestinal alkaline phosphatase activity; muIAP, CDP-Star luminescence, 30 min; hits give high values; 1 = vehicle-only enzyme signal, 0 = enzyme-free wells; activation factor at 10 µM; hit rate 0.24% among 330,000; AID 2805;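 active means activation factor of at least 2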; further: the source names both 10 and 20 µM as test concentration; values of inactives mirror those of a sister screen read the other way
#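 System: Mouse IAP enzyme | Also added: CDP-Star substrate | Dosing: Compounds dispensed in DMSO | Schedule: 30 min enzyme-substrate-compound incubation at room temperature | Technique: Chemiluminescence readout | Control set: DMSO-only wells and no-enzyme negative control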
# mIAP block: blocks mouse intestinal alkaline phosphatase | purified mouse IAP, CDP-Star luminescence, 30 min | inhibition, % at 10 µM | hit rate 0.2% among 330,000 | AID 2806;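 active means inhibition of at least 40% at 10 µM in the primary screen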;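 further: plate controls were DMSO with enzyme for no effect and no enzyme wells for full effect; values of inactives mirror those of a sister screen read the other way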
# ATG4B inh: ATG4B (human) cysteine protease inhibition. Q9Y4P1. inhibition, % at 8.33 µM. hit rate 0.51% among 340,000. ATG4B cleavage of LC3-PLA2, NBD-HPC fluorescence, 1 h. AID 504462; in the data active means inhibition above about 40%
# Target sequence (Q9Y4P1 whole entry, looked up): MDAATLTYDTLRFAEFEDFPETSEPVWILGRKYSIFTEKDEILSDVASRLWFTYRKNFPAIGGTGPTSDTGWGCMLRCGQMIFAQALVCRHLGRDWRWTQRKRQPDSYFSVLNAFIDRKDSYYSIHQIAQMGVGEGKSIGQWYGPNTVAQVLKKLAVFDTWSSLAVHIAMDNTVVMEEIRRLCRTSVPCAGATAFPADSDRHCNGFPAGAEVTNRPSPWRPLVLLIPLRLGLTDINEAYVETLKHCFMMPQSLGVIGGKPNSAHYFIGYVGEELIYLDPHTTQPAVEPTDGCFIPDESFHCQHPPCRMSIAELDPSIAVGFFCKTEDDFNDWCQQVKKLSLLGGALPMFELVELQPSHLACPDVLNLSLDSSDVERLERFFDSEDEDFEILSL
# NALP3 yeast inh: blocks the NALP3 inflammasome reconstituted in yeast; inhibition, % at 10 µM; hit rate 0.39% among 330,000; Yeast reconstituted NLRP3/ASC/caspase-1, beta-gal luminescence, 24 h;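 active means inhibition of 50% or more; inactive means inhibition below 50%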;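 further: plate controls were induced DMSO wells for no effect and uninduced yeast grown without galactose for full effect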
# hIAP activ: increases human intestinal alkaline phosphatase activity | P09923 | purified human IAP, CDP-Star luminescence, 30 min; hits give high values; 1 = vehicle-only enzyme, 0 = enzyme-free background | activation factor at 10 µM | hit rate 0.16% among 330,000 | AID 2524;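 active means activation factor of the enzyme at least 2-fold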; further: the source names both 10 and 20 µM as test concentration; values of inactives mirror those of a sister screen read the other way
# tim10-1 inh: growth inhibitors of tim10-1 mutant yeast; AID 463190; inhibition, % at 20 µM; S. cerevisiae tim10-1 ts strain growth, BacTiter-Glo, 24 h; hit rate 2.2% among 330,000;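 active means inhibition of at least 40%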;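 further: mutant grown at 25 °C; 0% = DMSO wells with yeast and 100% = wells holding no yeast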
# Numbers without * were called inactive; x = no result given. Rows are unselected; overall some 4.5% were active at least once.
# Under each structure: TIM10 inh	hIAP block	Apaf1 inhib	mIAP activ	mIAP block	ATG4B inh	NALP3 yeast inh	hIAP activ	tim10-1 inh
> CNC(=O)N(O)C1N(/N=C/c2cccs2)C(=S)SC1(C)C (centres undefined)
  -27	-7	-7	0.94	6	2	11	1.1	-14
> CC(C)(C)c1ccc(-c2nnc(SCC(=O)Nc3sc4c(c3C#N)CCCC4)o2)cc1
  -9	8	16	0.82	18	-5	2	0.92	8
> O=C(CCC(=O)N1CCOc2ccccc21)Nc1ccccc1Cl
  1	13	-2	1	0	-2	8	0.87	-3
> COc1ccc(N2C(=S)NC3c4cc(Cl)ccc4OC2(C)C3C(=O)N(C)C)cc1 (centres undefined)
  -10	-13	-18	0.99	1	1	3	1.1	4
> COc1cccc(CN2CC(C(=O)NCc3ccc(C)c(F)c3)CCC2=O)c1 (centres undefined)
  -5	-13	-3	1.1	-6	23	4	1.1	-5
> COC(=O)c1[nH]c2ccc(F)cc2c1NS(=O)(=O)c1ccc(OC)cc1OC
  18	0	11	1.1	-10	-4	0	1	23
> CCOc1ccccc1NC(=O)Cn1c(=O)oc2cc(Cl)ccc21
  -5	-17	4	1	-2	-2	6	1.2	17
> O=S(=O)(Cc1ccccc1Cl)Nc1ccccn1
  -1	7	-30	0.99	1	-3	13	0.93	-5
> Cc1ccc(CNC(=O)c2ccc(N3CCC4(CC3)CC(c3ccccc3)=NO4)c(NC(=O)c3c(Cl)cccc3Cl)c2)cc1
  -4	2	5	1.1	-6	-4	4	0.98	3
> CN(CC(=O)Nc1ccccc1Cl)C(=O)CSc1nnc(-c2ccco2)n1C
  -7	6	1	1	-1	4	18	0.94	0
> CC1CCN(C(=O)c2ccc(NC(=O)c3cccs3)cc2)CC1
  0	4	11	1.1	-5	-6	4	0.96	15
> Cc1cc(NC(=O)CSc2nnc(CNC(=O)c3ccc(C(C)(C)C)cc3)o2)no1
  8	-4	8	0.98	2	-4	3	1	-12
> CC(C)[C@H](NC(=O)c1ccco1)C(=O)Nc1ccc(OC(F)F)cc1
  -1	6	1	1.1	-7	22	11	0.94	-2
> COc1cc2c(cc1OC)C(c1cc3cc4c(cc3[nH]c1=O)OCO4)N(C(=O)C(C)C)CC2 (centres undefined)
  15	-1	-5	1	-2	-5	15	1	-18
> CCCCCCN1C=CC=C/C1=C/C=C(C#N)C#N
  26	-10	7	0.86	14	-6	7	1.1	37
> COc1ccc(C(=O)Nc2ccc(NC(=O)c3cnccn3)cn2)cc1
  -8	-5	-11	1.1	-6	6	28	1.1	-7
> Cc1csc(NC(=O)COc2ccc3c(C)cc(=O)oc3c2)n1
  -1	13	-23	0.96	4	2	-3	0.87	6
> Cc1cccc(NC(=O)NNC(=O)c2cc(-c3ccccc3Cl)nc3ccccc23)c1
  9	6	9	0.94	6	19	15	0.94	9
> Cc1cc(NC(=O)CCCN2C(=O)/C(=C/c3cccs3)SC2=S)no1
  -16	0	-9	1.1	-12	8	9	1	1
> COc1ccc(NC(=O)CN2C(=O)N(C)Cc3ccccc32)c(C)c1
  10	0	-13	1	-2	4	-1	1	10

# Remaining list, next part.
# Under each structure: TIM10 inh	hIAP block	Apaf1 inhib	mIAP activ	mIAP block	ATG4B inh	NALP3 yeast inh	hIAP activ	tim10-1 inh
> O=C(NC1CCCCC1)N1CCN(S(=O)(=O)c2ccc(F)cc2)CC1
  0	-11	-3	1.2	-23	2	0	1.1	2
> CCOc1ccc(CNC(=O)Nc2ccccc2)cc1
  -16	1	-1	1.1	-13	0	9	0.99	-29
> Clc1ccc(SCCCN2CCCCC2)cc1
  -2	0	-10	0.93	7	-1	25	1	-8
> CN1CCN(C(=S)c2cn(CCOc3ccccc3F)c3ccccc23)CC1
  20	-6	12	0.89	11	-20	10	1.1	33
> O=C(O)C1CCCN1c1ncnc2c1oc1ccccc12 (centres undefined)
  -14	11	2	0.97	3	9	-2	0.89	17
> CCOC(=O)c1[nH]c2ccccc2c1NC(=S)Nc1cc(C)ccc1C
  7	22	1	0.86	14	19	9	0.78	18
> Cc1ccc(C)c(N2CCN(S(=O)(=O)c3ccc4c(c3)C(C)(C)C(=O)N4C)CC2)c1
  -2	13	10	0.88	12	-3	0	0.87	18
> COc1cccc2c(=O)n(CC(=O)Nc3cccc(F)c3)ccc12
  -12	18	17	1.1	-13	-3	20	0.82	-13
> COc1ccc(NC(=O)CN(C)C2CCCCC2)cc1Cl
  2	-4	-7	1	-2	-7	-4	1	15
> CSc1ccccc1NC(=O)CN(C)C(=O)c1ccc(-n2cccn2)cc1
  7	-9	-4	1	-4	8	14	1.1	0
> CCS(=O)(=O)N1CCC(C(=O)Nc2cc([N+](=O)[O-])ccc2C)CC1
  8	-5	-17	1	-2	-5	5	1.1	-7
> CC(=O)c1ccc(N2CCN(C(=O)[C@H](C)NC(=O)c3ccccc3Cl)CC2)cc1
  7	-18	0	0.94	6	-6	20	1.2	-7
> O=C(/C=C/c1cccs1)c1ccc(NC(=O)c2cccc(Br)c2)cc1
  -22	18	25	0.98	2	1	13	0.82	10
> CCCn1c(SCC(=O)Nc2nnc(CC)s2)nnc1-c1ccco1
  -12	-6	-4	1	-2	-7	12	1.1	24
> CCC(C)(C)NC(=O)CN(C(=O)CCC(=O)Nc1nccs1)c1ccc2c(c1)OCCO2
  -9	-11	-1	1	-4	-12	3	1.1	-3
> O=C(CSc1nnc2ccccn12)NC(=O)Cc1ccccc1
  -9	19	-8	0.95	5	1	-13	0.81	7
> CCCc1ccc(-c2cc(C(=O)NC3=NCCS3)c3ccccc3n2)cc1
  32	16	11	0.86	14	-9	21	0.84	39
> CCOc1ccc(NC(=O)c2ccc(N3CC4CC(C3)c3cccc(=O)n3C4)c(NC(=O)c3ccncc3)c2)cc1 (centres undefined)
  2	-2	-2	1	-4	-10	15	1	-8
> CCOC(=O)c1cnc(SCCN2CCOCC2)nc1N
  -11	-11	2	1.1	-6	-5	-5	1.1	-4
> CSCC[C@H](NC(=O)[C@H](Cc1ccccc1)n1c(=O)[nH]c2ccccc2c1=O)C(=O)N1CCC(C(=O)O)CC1
  -5	6	-2	1	-3	0	0	0.94	-16

# Additional records:
# Under each structure: TIM10 inh	hIAP block	Apaf1 inhib	mIAP activ	mIAP block	ATG4B inh	NALP3 yeast inh	hIAP activ	tim10-1 inh
> Cc1ccccc1-c1nc2sc(C)c(C)c2c(=O)o1
  -22	18	11	0.92	8	9	14	0.82	3
> O=C(COC(=O)CCc1ccccc1)Nc1ncc(Cl)cc1Cl
  10	-24	1	0.99	0	-2	21	1.2	7
> CCc1nc(C)cn1S(=O)(=O)c1cc(C)c(OC)c(C)c1C
  16	22	-16	0.94	6	-8	4	0.79	30
> O=c1cc(-c2cccc(Br)c2)nc(-c2ccccc2F)o1
  21	-18	8	0.94	6	46*	10	1.2	30
> O=C(CSc1nnc(-c2ccco2)n1Cc1ccccc1)OC1CCCCC1
  18	12	21	0.93	7	3	-1	0.88	38
> COc1ccc(CC(=O)Nc2ccc(-c3cn4cccc(C)c4n3)cc2)cc1OC
  -1	-32	3	1.2	-18	-3	0	1.3	10
> CNC(=O)CO/N=C/c1ccc(N(C)C)cc1
  11	2	0	0.99	1	-3	6	0.98	4
> Cc1ccc(CNc2nnnn2C)cc1
  12	17	-8	1	0	-2	-5	0.83	-7
> Cc1nc(C(=O)NC2CC2)sc1C1(C)CC(c2ccccc2)=NO1 (centres undefined)
  -19	2	-2	1.1	-7	-5	33	0.97	-12
> O=C(N/N=C/c1cccc(O)c1)c1ccccc1O
  -18	14	0	0.95	5	14	9	0.86	7
> COC(=O)c1ccc(OC(=O)c2ccco2)cc1
  7	7	-4	1.1	-9	0	-7	0.93	8
> CCCNC(=O)c1noc2c1CCc1cc(OC)ccc1-2
  -1	-8	20	1	-4	-7	16	1.1	11
> COC(=O)c1ccc(C2CC(=O)Nc3cc(OC)c(OC)c(OC)c32)cc1 (centres undefined)
  9	5	6	1.1	-12	5	13	0.95	9
> CCCc1c(O)c2ccccc2n(-c2ccccc2)c1=O
  -1	11	6	1	-2	1	12	0.89	4
> COC(=O)c1[nH]c2cc(OC)c(OC)cc2c1/C=N/Nc1ccccc1
  -27	2	6	1.1	-8	-17	13	0.98	-21
> COc1ccc(CN2C(=O)c3cccnc3C2=O)cc1S(=O)(=O)N(C)c1ccc(C)cc1
  12	-10	-7	1	-1	-4	14	1.1	27
> COc1ccccc1NC(=O)c1nn(-c2ccc(Cl)cc2)ccc1=O
  -2	1	0	1.1	-10	-6	30	0.99	-6
> O=C1c2ccccc2C(=O)N1CCOc1ccccc1Br
  17	-7	1	0.97	3	-4	-2	1.1	31
> O=C(CSc1nnnn1C1CCCCC1)Nc1ccc2c(c1)OCO2
  16	24	-2	1.1	-15	-4	3	0.76	0
> Cc1cc(C)n(-c2nc3ccccc3n3cnnc23)n1
  -4	-6	7	1.1	-6	0	-5	1.1	1

# Continued:
# Under each structure: TIM10 inh	hIAP block	Apaf1 inhib	mIAP activ	mIAP block	ATG4B inh	NALP3 yeast inh	hIAP activ	tim10-1 inh
> CCn1c(SCC(=O)Nc2ccc3c(c2)OCCO3)nnc1-c1ccco1
  5	-9	-9	0.9	10	-3	10	1.1	13
> CCOc1c2ccc(C(=O)NCCCCc3ccccc3)cc2nn1C
  -10	-1	8	0.99	1	-2	7	1	-12
> O=C(c1cc2cc(Br)ccc2oc1=O)N1CCN(c2ccccn2)CC1
  -17	3	-7	0.97	3	6	15	0.97	26
> CCOC(=O)c1c(C(F)(F)C(F)(F)C(F)(F)C(F)(F)F)n[nH]c1C
  0	-2	16	0.99	1	-7	-5	1	20
> COc1ccc(CCNC(=O)Cn2nnc(-c3ccccc3F)n2)cc1OC
  14	10	-5	0.97	3	4	3	0.91	12
> O=C(COC(=O)Cc1c[nH]c2ccccc12)Nc1ccccc1
  -8	-7	7	1.1	-6	15	6	1.1	16
> O=C(/C=C/N1CCOCC1)c1cc2ccccc2o1
  7	-3	-11	1.1	-6	65*	9	1	8
> Cc1c(C)c2ccc(OCC(=O)NCCc3c[nH]c4ccccc34)c(C)c2oc1=O
  10	0	3	0.91	9	-16	-1	1	6
> Cc1ccc(CCNC(=O)CN(c2cc(C)cc(C)c2)S(=O)(=O)c2c(C)noc2C)cc1
  -1	-13	-2	1.2	-17	0	3	1.1	10
> Cc1cc2nc(N3CCN(C(=O)c4ccco4)CC3)sc2cc1C
  16	0	15	0.95	5	0	24	1	15
> COc1ccc(N2Cc3ccccc3C2=NC(=O)c2cccc([N+](=O)[O-])c2)cc1
  -4	13	5	0.99	0	-1	28	0.87	26
> CNC(=S)NNC(=O)c1cccn(Cc2cccc(Cl)c2)c1=O
  -6	-101	3	0.82	18	-7	10	2*	13
> Cc1ccc(-n2cnc3ncnc(-c4ccccc4)c32)cc1
  -13	12	4	0.92	8	2	7	0.88	24
> O=[N+]([O-])c1ccc(C(=S)N2CCCC2)cc1
  5	5	-3	1.1	-5	-9	-9	0.95	19
> Cn1cnnc1SCCOc1ccc(Cl)cc1
  -13	-2	-7	0.97	3	5	9	1	10
> CC(=O)c1cc2c(cc1NS(=O)(=O)c1ccccc1C)OCO2
  -12	-5	13	1.1	-10	x	-4	1	28
> Cc1c(/C=N\NC(=O)C2COc3ccc(C(C)(C)C)cc3O2)c2ccccc2n1C (centres undefined)
  19	-16	19	1.1	-10	10	5	1.2	17
